# inhibitors of VEEV – inhibitors of VEEV TC-83 cytopathic effect, confirmation, Vero cells (AID 588727); Vero cells, VEEV TC-83 cytopathic effect inhibition; higher % means a stronger effect; inhibition, % at 20 µM, or IC50 in µM where a hit was titrated; 350,000 tested, 0.13% active; in the data active = a potency from the dose series; inconclusive = inhibition mostly from about 14% at the one dose, without a potency; inactive = the rest, 99 in 100 with inhibition below about 12%; note: strong numbers were not always called active
# M. tuberculosis – growth inhibition of non-replicating M. tuberculosis (AID 488890); 320,000 tested, 0.39% active; Mycobacterium tuberculosis non-replicating, growth inhibition; higher % means a stronger effect; inhibition, % at 25 µM, or IC50 in µM where a hit was titrated; in the data active = a potency from the dose series; inconclusive = inhibition mostly from about 82% at the one dose, without a potency; inactive = the rest, 99 in 100 with inhibition below about 76%;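 note: plate controls were DMSO cells for no effect and high antibiotic wells for full effect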
# H37Rv inhibition – M. tuberculosis growth inhibition, HTS (AID 449762). 330,000 tested, 0.59% active. M. tuberculosis H37Rv growth inhibition, 7H9 media; higher % means a stronger effect. inhibition, % at 25 µM; hits with a dose series show IC50 in µM; in the data active = a potency from the dose series; inconclusive = inhibition above about 70% without an active follow-up result;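 note: bacterial growth assessed after seven days of incubation; strong numbers were not always called active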
# influenza NS1A – H1N1 influenza NS1A inhibitors, functional cell based assay (AID 504329); NS1A functional cell-based assay, percent inhibition; higher % means a stronger effect; inhibition, % at 12.5 µM; hits with a dose series show IC50 in µM; 340,000 tested, 0.3% active; in the data active = a potency from the dose series; inconclusive = inhibition above about 27% without an active follow-up result; note: strong numbers were not always called active
# Salmonella PhoP GFP – PhoP regulon inhibitors, Salmonella typhi PhoP promoter GFP reporter, confirmatory (AID 1850); 310,000 tested, 0.33% active; inhibition, % at 50 µM, or IC50 in µM where a hit was titrated; Salmonella Typhi PhoP-promoter GFP reporter, fluorescence, 4 h; higher % means a stronger effect; in the data active = a potency from the dose series; inconclusive = inhibition mostly from about 25% at the one dose, without a potency; inactive = the rest, 99 in 100 with inhibition below about 19%;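 note: 0% = induced wells with vehicle and 100% = uninduced wells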
# inhibitors of VEEV 10K pilot screen – second read-out of inhibitors of VEEV, no call of its own (marks repeat the call); inhibition, %; measured here: 10K pilot screen inhibition
# * marks the source's active call; other numbers are inactive results; i = inactive; ? = inconclusive; nt = not tested or not shown.
SMILES,inhibitors of VEEV,M. tuberculosis,H37Rv inhibition,influenza NS1A,Salmonella PhoP GFP,others
Cc1ccc(NC(=O)C2CCCN(S(=O)(=O)c3ccc4[nH]c(=O)ccc4c3)C2)nc1 (stereo unspecified),0.8%,-2%,2%,1%,8%,
Cc1[nH]nc2ncc(C(=O)c3cc(Cl)cc(Cl)c3O)cc12,1.8%,-9%,-11%,23%,-4%,
O=C1[C@@H]2[C@H](C(=O)N1CC(O)COCc1ccccc1)C1C=C[C@H]2C1 (stereo partly specified),0.1%,nt,nt,-6%,nt,
CSc1ncccc1C(=O)N1CCN(S(=O)(=O)c2cc(C)ccc2C)CC1,3.5%,-8%,-13%,0%,5%,
CC1(C)Cc2ccccc2C(N/N=C/c2ccc([N+](=O)[O-])cc2)=N1,i,-3%,0%,0%,2%,
COc1cccc(N2CC(C(=O)Nc3nnc(SCC(=O)Nc4cc(C)on4)s3)CC2=O)c1 (stereo unspecified),0.6%,11%,10%,-10%,13%,
O=C(OCC(=O)N1CCN(c2ccccc2)CC1)c1ccc2ccccc2n1,3.9%,8.1µM*,?,23%,0%,
CN(CC(=O)Nc1ccc(Cl)c(C(F)(F)F)c1)C(=O)C1CCC1,2.1%,-13%,-9%,-3%,1%,
Cc1cc(C(=O)CSc2nncn2C)c(C)n1-c1ccccc1,1.0%,19%,9%,1%,-2%,
C/C(=N\NC(=O)c1ccccc1F)c1cccc(NC(=O)c2ccccc2)c1,1.3%,1%,-4%,-9%,-4%,

# An excerpt from above in order of molar mass, rising:
SMILES,inhibitors of VEEV,M. tuberculosis,H37Rv inhibition,influenza NS1A,Salmonella PhoP GFP,others
CC1(C)Cc2ccccc2C(N/N=C/c2ccc([N+](=O)[O-])cc2)=N1,i,-3%,0%,0%,2%,
CSc1ncccc1C(=O)N1CCN(S(=O)(=O)c2cc(C)ccc2C)CC1,3.5%,-8%,-13%,0%,5%,
COc1cccc(N2CC(C(=O)Nc3nnc(SCC(=O)Nc4cc(C)on4)s3)CC2=O)c1 (stereo unspecified),0.6%,11%,10%,-10%,13%,

# Next structures.
SMILES,inhibitors of VEEV,M. tuberculosis,H37Rv inhibition,influenza NS1A,Salmonella PhoP GFP,others
CC(=O)Nc1ccc(N2C(=O)C3C4CC(=O)C(c5ccccc54)C3C2=O)cc1 (stereo unspecified),0.5%,-3%,-1%,-2%,20%,
Cn1c(=O)oc2cc(S(=O)(=O)N3CCC(C(=O)N4CCN(c5ccc(F)cc5)CC4)CC3)ccc21,0.9%,8%,-2%,2%,-5%,
COc1ccccc1CNC(=O)COC(=O)C1CCN(S(=O)(=O)c2ccc(C)c(C)c2)CC1,0.5%,15%,16%,10%,-4%,
Cc1ccc(N=Nc2c(O)ccc3n[nH]nc23)cc1,i,30%,?,10%,-5%,
CCOc1ccccc1N(CC(=O)NC1CCCCC1)S(C)(=O)=O,1.8%,-14%,-6%,14%,-6%,
CC1Sc2ccc(S(=O)(=O)CCC(=O)N3CCN(c4ccccc4F)CC3)cc2NC1=O (stereo unspecified),0.6%,0%,9%,3%,5%,
O=C1CCc2ccccc2N1,4.6%,-2%,3%,9%,18%,
O=C1C2C3C=CC(C3=C(c3ccccc3)c3ccccc3)C2C(=O)N1CCO (stereo unspecified),i,-11%,-1%,-19%,8%,
O=[N+]([O-])c1ccc(OCCOCCOc2ccc([N+](=O)[O-])cc2)cc1,i,4%,9%,0%,1%,
O=C(Nc1cccc(NC(=O)c2ccc(-c3ccc(Br)cc3)o2)c1)c1ccccc1,1.0%,16%,55%,-2%,-7%,
C/C(=N\NC(=O)CCCNc1ccc(C)cc1)c1ccccn1,2.3%,9.1µM*,?,-1%,1%,
COc1ccc(C2(CNS(=O)(=O)c3ccc(C)cc3)CCOCC2)cc1,4.5%,-7%,-7%,14%,-11%,
O=C(NCCSc1ccccc1)c1cccnc1,0.9%,0%,5%,0%,-9%,
O=C(c1cccc(F)c1)N1CCN(S(=O)(=O)c2ccccc2)CC1,2.7%,-1%,2%,-4%,-1%,
COCc1c(C(=O)N2CCN(CCOc3ccccc3)CC2)oc2ccccc12,0.4%,6%,-4%,-3%,nt,
O=S(=O)(NCc1ccco1)c1cnc(Cl)c(Cl)c1,5.4%,3%,2%,1%,-12%,
O=C(CCN1CCCCC1)Nn1c(=S)[nH]c2ccccc2c1=O,1.1%,6%,-2%,3%,-3%,
CCOC(=O)NC(NCc1ccccc1Cl)(C(F)(F)F)C(F)(F)F,5.2%,29%,-3%,4%,0%,
COc1ccc(-c2cc(C(F)(F)F)nc(SCC(=O)Nc3cc(C)on3)n2)cc1,0.5%,-12%,2%,11%,-21%,
O=C1CSC(=S)N1N=Cc1ccccc1O,0.6%,nt,nt,1.8µM*,nt,

# Retrieved by structure from the list above:
SMILES,inhibitors of VEEV,M. tuberculosis,H37Rv inhibition,influenza NS1A,Salmonella PhoP GFP,others
O=S(=O)(NCc1ccco1)c1cnc(Cl)c(Cl)c1,5.4%,3%,2%,1%,-12%,
O=C(NCCSc1ccccc1)c1cccnc1,0.9%,0%,5%,0%,-9%,
C/C(=N\NC(=O)CCCNc1ccc(C)cc1)c1ccccn1,2.3%,9.1µM*,?,-1%,1%,
O=C(CCN1CCCCC1)Nn1c(=S)[nH]c2ccccc2c1=O,1.1%,6%,-2%,3%,-3%,
O=C1CSC(=S)N1N=Cc1ccccc1O,0.6%,nt,nt,1.8µM*,nt,

# More compounds.
SMILES,inhibitors of VEEV,M. tuberculosis,H37Rv inhibition,influenza NS1A,Salmonella PhoP GFP,others
CC1(C)CC(=NOC(=O)c2ccccc2)CC(C)(C)N1O,0.4%,-3%,-8%,4%,-3%,
O=C(NCCCn1ccnc1)C(=O)NCC1OCCN1S(=O)(=O)c1ccc(F)cc1 (stereo unspecified),0.7%,23%,-9%,20%,2%,inhibitors of VEEV 10K pilot screen=0.5
COCCn1ccc2c(OCC(=O)NCCc3ccccc3)cccc2c1=O,5.8%,-6%,-10%,-4%,5%,
CCOC(=O)c1c(Nc2ccccc2OCCOC)n[nH]c1C,0.9%,2%,3%,1%,3%,
CCOc1ccc(NC(=O)COc2ccc(C(=O)NC(C)c3ccc(S(N)(=O)=O)cc3)cc2OC)cc1 (stereo unspecified),7.0%,-4%,-9%,-3%,4%,
Cc1ccc(NC(=O)COC(=O)C2COc3ccccc3O2)cc1S(=O)(=O)N1CCOCC1 (stereo unspecified),0.2%,-9%,7%,2%,-3%,
CC(/C=C1\SC(=S)N(c2ccc(C(=O)O)cc2)C1=O)=C\c1ccccc1,8.1%,20%,10%,-6%,9%,
O=C(Nc1cccc(-n2cnnn2)c1)c1ccc(Cl)cc1Cl,2.4%,7%,-8%,0%,-6%,
Cc1cccc(NC(=O)c2ccc(OCc3c(C)noc3C)cc2)n1,i,44%,-4%,3%,nt,
O=C(Nc1nccs1)c1cc2sccc2n1Cc1ccc(F)cc1,2.4%,10%,3%,8%,-7%,
Cc1cccc(NC(=O)N2CCC(C(=O)c3ccc(F)cc3)CC2)c1,1.1%,19%,-2%,0%,-3%,
Cn1c(=NC(=O)c2ccccc2[N+](=O)[O-])sc2cc(S(C)(=O)=O)ccc21,3.0%,11%,2%,0%,-5%,
CN(C)/N=C/C=C1\CCC/C(=C\c2ccc(F)c(F)c2)C1=O,0.9%,?,?,nt,3%,
CC(=O)OC12COC1CC(O)C1(C)C(=O)C(O)C3=C(C)C(O)CC(O)(C(OC(=O)c4ccccc4)C21)C3(C)C (stereo unspecified),i,nt,nt,-17%,nt,
Cc1ccc(C(=O)NNC(=O)CCCCC(=O)NNC(=O)c2ccc(C)cc2)cc1,1.3%,-6%,7%,-2%,-10%,
Cc1ccc(Nc2cc(=O)oc3ccccc23)c(C)c1,i,7%,-3%,-4%,5%,
COc1ccc(CNC(=O)COC(=O)c2ccc(OCc3c(C)noc3C)cc2)cc1OC,0.2%,-29%,1%,4%,-8%,
COc1ccc(-n2nnnc2SC(C)C(=O)NC2CCCC2)cc1 (stereo unspecified),3.6%,-4%,-7%,-15%,nt,
Cc1ccc(S(=O)(=O)NC(C(=O)N2CCOCCOCCOCC2)c2ccccc2)cc1 (stereo unspecified),i,-3%,-3%,nt,4%,
COCCNC(=S)Nc1ccccc1[N+](=O)[O-],2.5%,14%,0%,-7%,-1%,
CCNS(=O)(=O)c1ccc(CCC(=O)Nc2ccc(C(=O)OC)cc2)cc1,0.8%,-5%,-3%,-3%,2%,
Cc1cc2nc(-c3ccc(SCC(=O)N4CCN(C(=O)c5ccco5)CC4)nc3)[nH]c2cc1C,i,39%,64%,27%,-6%,
Cc1cnc(=O)[nH]c1SCc1ccc([N+](=O)[O-])cc1,0.6%,11%,3%,-4%,-7%,
Cc1ccc(/C=N/NC(=O)c2cc(-c3ccccc3)nc3ccccc23)o1,4.1%,-10%,3%,1%,2%,
O=C(C1CCCN1S(=O)(=O)c1cccc2cccnc12)N1CCn2c1nc1ccccc12 (stereo unspecified),7.4%,21%,3%,-14%,-19%,
COCCN(C(=O)COC(=O)/C=C/c1cccc(OC)c1)c1c(N)n(CC(C)C)c(=O)[nH]c1=O,2.7%,nt,nt,-7%,nt,
CCC1CCCCN1CCNC(=O)C1CCN(S(=O)(=O)c2cccc3nsnc23)CC1 (stereo unspecified),i,14%,4%,8%,-1%,
COC(=O)C1CCN(CC(=O)Nc2cc(Cl)ccc2OC)CC1,nt,4%,3%,nt,-16%,
Cc1ccc(NC(=O)c2ccc(OC(=S)N3CCOCC3)cc2)cc1,0.5%,57%,-13%,-1%,6%,
Cc1cc(C)cc(C(=O)NCC(=O)OCC(=O)NC2CC2)c1,5.6%,-7%,5%,1%,nt,
COc1ccc(N2CCN(c3nc4c(C)cccn4c(=O)c3/C=C(\C#N)C(N)=O)CC2)cc1,9.1%,47%,9%,-2%,-13%,
CCOc1ccc(C(=O)Nc2ccc(S(=O)(=O)NCC3CCCO3)cc2)cc1OCC (stereo unspecified),9.5%,-13%,-7%,-3%,-2%,
Cc1ccc(C)c(N2CCN(C(=O)CCc3nc(-c4ccc(Br)cc4)no3)CC2)c1,0.4%,nt,nt,-8%,nt,
COC(=O)CNC(c1ccccc1)c1cc(Cl)ccc1NC(=O)c1cccc(Cl)c1 (stereo unspecified),5.1%,11%,16%,-6%,-1%,
CN(C)S(=O)(=O)c1ccc(C(=O)NCCOc2ccc(F)cc2)cc1,i,13%,3%,0%,-3%,
N#Cc1ccc(CSc2nnc3[nH]c(=O)cc(N)n23)cc1,0.7%,-3%,8%,-7%,5%,
NC(=O)c1ccc(N2CCN(c3ccccc3O)CC2)c([N+](=O)[O-])c1,i,6%,-4%,5%,-16%,
COc1ccccc1C(=O)n1nc(-c2cccnc2)nc1NCc1ccccc1,7.5%,nt,nt,14%,nt,
CC(C)NC(=O)c1sc2nc3c(c(-c4cccs4)c2c1N)CN(C)CC3,2.1%,17%,-3%,9%,-11%,
O=C(NCc1ccco1)c1cc2nc(C3CC3)cc(C(F)(F)F)n2n1,1.2%,-8%,-16%,-1%,0%,
Cc1ccc(NC(=O)CN2CCN(CCN=CC3=C(O)CC(c4ccc(C)cc4)CC3=O)CC2)cc1 (stereo unspecified),i,0%,2%,1%,15%,
COc1ccc(OC)c(C2=NOC(C(=O)NCc3cccs3)C2)c1 (stereo unspecified),1.0%,15%,-3%,-2%,0%,
CCN1C(=O)N(CC)C2C1N(C(C)=O)C(=O)N2C(C)=O (stereo unspecified),1.2%,0%,-7%,-8%,4%,
COc1cc(OC)cc(C(=O)Nc2nnc(-c3cccnc3)o2)c1,6.1%,?,41%,7%,-13%,
COc1ccccc1-c1nnc(NC(=O)c2ccc(S(=O)(=O)N3CCOCC3)cc2)o1,4.6%,28%,43%,-13%,-6%,
Cc1cc(C(F)(F)F)nn1CC(=O)NCc1ccccc1,1.1%,-3%,-6%,-4%,2%,
CCOC(=O)c1ccc(-c2ccc3c(c2)CCC3)nc1C,0.1%,24%,53%,19%,-9%,
CCCCCC/C(C=O)=C\c1ccccc1,i,38%,-3%,-7%,nt,
CCN1CC=C(c2c[nH]c3ccccc23)CC1,5.7%,4%,4%,10%,4%,
NNC(=O)COc1ccc(F)cc1,0.5%,-1%,-3%,-5%,4%,

# Following part:
SMILES,inhibitors of VEEV,M. tuberculosis,H37Rv inhibition,influenza NS1A,Salmonella PhoP GFP,others
Cc1ccc(CSc2nnc(-c3ccncc3)o2)c(C)c1,1.6%,75%,?,-13%,-2%,
COc1ccc(/C=C2\SC(=S)N(CCC(=O)N3CCCCC3)C2=O)cc1,26%,21%,-1%,11%,13%,
Cc1cccc(Oc2cc([N+](=O)[O-])cc3c2C(=O)Nc2ccccc2O3)c1,1.0%,-14%,1%,-2%,-1%,
COc1ccc2c(CC(=O)Nc3cccc(S(=O)(=O)N4CCOCC4)c3)coc2c1,0.1%,25%,0%,14%,0%,
